Assay outcomes from PubChem.
A3G deaminase – APOBEC3G (human) deaminase inhibition; Q9HC16; recombinant A3G, ssDNA deamination FAM/TAMRA fluorescence; inhibition, % at 20 µM; 330,000 tested, 0.28% active; AID 493012;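 active = inhibition of at least 40% at 20 µM, with no more than 30% in the related APOBEC3A deaminase screen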;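 also: plate controls were DMSO wells with A3G for no effect and wells lacking A3G enzyme for full effect; some compounds called inactive have numbers as strong as hits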
Gli-Sufu antag – blocks Gli-Sufu signaling in a luciferase reporter. Sufu-KO-LIGHT fibroblasts, Gli luciferase reporter luminescence. inhibition, % at 5 µM. 340,000 tested, 0.74% active. AID 588413;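 active = inhibition above about 55%, limit read from the data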;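 also: 0% = DMSO-treated cells and 100% = wells with medium but no cells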
A3A deaminase – blocks human APOBEC3A ssDNA deamination; P31941; recombinant A3A, FAM/TAMRA ssDNA deamination fluorescence; inhibition, % at 20 µM; 330,000 tested, 0.41% active;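 active = at least 40% inhibition at 20 µM here, with at most 30% in a related deaminase screen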;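 also: plate controls were A3A with DMSO for no effect and wells lacking A3A enzyme for full effect; some results filed as inactive read as strong as hits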
EBI2 block – antagonists of human EBI2 receptor; P32249; EBI2 beta-arrestin recruitment, luminescence, 7a,25-OHC stimulated; inhibition, % at 5 µM; 360,000 tested, 0.81% active; AID 651636; in the data active = inhibition above about 38%;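 also: enzyme fragment complementation signal reports receptor beta-arrestin coupling in cells; 0% = agonist plus DMSO wells and 100% = wells without agonist; some results beyond the cut were filed as inactive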
Target sequence (P32249 whole entry, looked up, the tested form may be a part): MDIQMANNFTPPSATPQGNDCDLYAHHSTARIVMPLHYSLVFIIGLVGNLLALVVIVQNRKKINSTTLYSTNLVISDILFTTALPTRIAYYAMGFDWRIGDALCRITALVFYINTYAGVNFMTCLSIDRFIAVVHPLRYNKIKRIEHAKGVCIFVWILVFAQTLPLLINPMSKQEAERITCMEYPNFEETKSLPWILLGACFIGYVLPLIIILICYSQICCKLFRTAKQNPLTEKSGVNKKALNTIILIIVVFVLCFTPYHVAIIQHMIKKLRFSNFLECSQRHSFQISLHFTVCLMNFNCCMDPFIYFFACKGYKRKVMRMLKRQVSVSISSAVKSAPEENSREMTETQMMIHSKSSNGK
CXCR6 block – inhibitors of human CXCR6 receptor; AID 602244; inhibition, % at 20 µM; 360,000 tested, 0.36% active; O00574; CHO-K1 PathHunter CXCR6 beta-arrestin, luminescence; in the data active = inhibition above about 34%, passing the limit was not always enough;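 also: antagonist mode with CXCL16 agonist at 10 nM final; 0% = 10 nM CXCL16 with DMSO and 100% = unstimulated wells without agonist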
CCR6 antag – blocks CCL20-driven beta-arrestin recruitment at human CCR6; P51684; CHO-K1 CCR6 PathHunter beta-arrestin, luminescence, CCL20-stimulated; inhibition, % at 20 µM; 340,000 tested, 0.49% active; AID 493098;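 active = compounds whose inhibition of the agonist-driven luminescence signal at 20 µM reaches about 50%, limit read from the data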;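 also: cells stimulated with CCL20 at 14 nM final; plate controls were DMSO with CCL20 for no effect and DMSO without agonist for full effect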
Target sequence (P51684 whole entry, looked up): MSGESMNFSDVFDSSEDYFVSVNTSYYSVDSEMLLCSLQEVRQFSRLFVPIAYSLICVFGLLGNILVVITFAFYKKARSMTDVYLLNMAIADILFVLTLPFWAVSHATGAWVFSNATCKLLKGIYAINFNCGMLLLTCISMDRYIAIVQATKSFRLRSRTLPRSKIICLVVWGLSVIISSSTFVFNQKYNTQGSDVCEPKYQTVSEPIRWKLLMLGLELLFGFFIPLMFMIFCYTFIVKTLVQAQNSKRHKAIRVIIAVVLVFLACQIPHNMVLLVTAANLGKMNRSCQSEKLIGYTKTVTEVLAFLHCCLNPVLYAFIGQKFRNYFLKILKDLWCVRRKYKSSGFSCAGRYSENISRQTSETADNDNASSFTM
MPTP block – blocks calcium-induced mitochondrial swelling; inhibition, % at 10 µM; 360,000 tested, 1.4% active; isolated mouse mitochondria, Ca2+ swelling absorbance, 30 min;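 active = inhibition of 50% or more, scaled per plate between neutral and stimulator controls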;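 also: 0% = DMSO wells given calcium and 100% = 1 mM EGTA wells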
NR3A LBD binder – modulates the human NR3A ligand-binding domain | 340,000 tested, 2.5% active | NR3A LBD differential scanning fluorimetry, Tm shift; 0% = protein alone, 100% = glycine-bound protein | Tm shift relative to glycine control, % at 25 µM | AID 1259313;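 active = melting temperature shift of at least 10% of the positive control shift, at one fixed dose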
Numbers without * were called inactive; nt = no result given.

SMILES	A3G deaminase	Gli-Sufu antag	A3A deaminase	EBI2 block	CXCR6 block	CCR6 antag	MPTP block	NR3A LBD binder
CN(NS(=O)(=O)c1ccccc1)c1nc2ccccc2nc1C(F)(F)F	0	2	0	0	11	7	-0.5	3
CCOCCCN(C(=O)c1ccco1)C(C(=O)NC1CCCC1)c1cccc(OC)c1OC (centres undefined)	nt	20	nt	-12	0	3	-2.2	-1
CCCOc1ccc(/C(O)=C2\C(=O)C(=O)N(CCCOC)C23C(=O)N(C)c2ccccc23)cc1 (centres undefined)	-5	-4	-17	-8	3	-24	-1.1	1
Cn1c(=O)c2c(nc(SCc3nn[nH]n3)n2Cc2ccccc2F)n(C)c1=O	nt	-4	nt	0	1	-10	-2.2	-10
CSCc1ccc(C(=O)N2CCCC(Nc3ccc(F)cc3)C2)o1 (centres undefined)	1	-1	1	18	-1	1	1.1	-1
CC1(C)CN(c2ccc(N3CC(C)(C)C3=O)cc2)C1=O	-8	-31	-3	3	-4	-5	-1.7	-1
COc1ccc(S(=O)(=O)Nc2cc(S(=O)(=O)c3ccccc3)c(O)cc2C)cc1	-4	4	0	-1	-1	10	0.3	1
CC(C)=CCC/C(C)=C/CNC(=O)C[C@H]1C[C@H](C(=O)N(C(C)C)C(C)C)[C@@]2(C)c3[nH]c4cc(CCC(=O)N(C)C)ccc4c3CCN2C1=O	7	14	5	14	12	24	-1.9	0
CCOc1cc(NC(=O)C(C)C)c(OCC)cc1NC(=O)Nc1ccccc1	12	nt	-2	-9	-11	8	2.1	0
COCCNC(=S)N/N=C(\C)c1ccc(OC)cc1	3	-1	1	-3	2	12	1.3	1
CCNC(=S)NNC(=O)CCn1cc(C)cn1	-8	1	0	-5	-8	12	-1.7	0
O=c1[nH]c(=O)n(C2CCCCCC2)c(O)c1C=NCc1ccc(F)cc1	-2	4	0	25	0	29	0.2	5
CCc1noc(C)c1C(=O)Nc1nc(-c2ccc(Cl)cc2Cl)c(C)s1	-2	6	-2	18	-8	9	8.8	-1
CC1CCc2sc(C(=O)NC3CCN(Cc4ccccc4)CC3)cc2C1 (centres undefined)	-2	12	-5	1	5	4	0.6	-1
CC1=CC(C)(C)N(S(=O)(=O)c2ccc(C)cc2)c2ccccc21	-3	9	-2	22	7	9	2.0	-2
O=C(Nc1ccc(Nc2ccccc2)cc1)c1ccccc1	-10	32	-6	nt	nt	3	nt	13*
Cc1nc(C(=O)N2CCC(n3nccc3NC(=O)Nc3ccccc3Cl)CC2)cs1	-9	-10	-6	-7	2	-11	-1.8	0
CN(C)CCNC(=O)c1onc(CSc2nc3ccccc3[nH]2)c1C(=O)NCCN(C)C	-6	-3	0	-7	-3	3	-0.4	3
CCN(CC)S(=O)(=O)c1ccc(-c2cn3ccc(C)cc3n2)cc1	0	-73	1	2	4	-5	0.6	2
COC(=O)c1ccc2c(c1)NC(=O)C1CCCN21 (centres undefined)	-5	-4	-2	-13	-1	0	-1.1	0

Reformatted: entries from further up.
Below each SMILES – A3G deaminase, Gli-Sufu antag, A3A deaminase, EBI2 block, CXCR6 block, CCR6 antag, MPTP block, NR3A LBD binder
> CCNC(=S)NNC(=O)CCn1cc(C)cn1
→ -8, 1, 0, -5, -8, 12, -1.7, 0
> O=c1[nH]c(=O)n(C2CCCCCC2)c(O)c1C=NCc1ccc(F)cc1
→ -2, 4, 0, 25, 0, 29, 0.2, 5
> CCc1noc(C)c1C(=O)Nc1nc(-c2ccc(Cl)cc2Cl)c(C)s1
→ -2, 6, -2, 18, -8, 9, 8.8, -1

New compounds follow
SMILES	A3G deaminase	Gli-Sufu antag	A3A deaminase	EBI2 block	CXCR6 block	CCR6 antag	MPTP block	NR3A LBD binder
Cc1c(NC(=O)CSc2nnc(-c3cccc(Cl)c3)o2)c(=O)n(-c2ccccc2)n1C	-9	0	-7	2	0	-2	-0.9	-2
Cc1cccc(S(=O)(=O)N2CN(Cc3ccco3)c3nc4ccccc4nc32)c1	-2	-1	-13	2	9	-3	-2.2	-3
Cc1nc2ccccc2c(=O)n1NC(=O)c1cccc(Cl)c1	-9	31	0	0	0	5	0.1	0
CCOc1ccc(NC(=O)CN2CCN(S(=O)(=O)c3ccc(Cl)cc3)CC2)cc1	-4	2	-4	37	8	-12	-0.6	1
Cc1ccc(C2CC(c3cccs3)=NN2C(=O)CSC2=NN3CCCC(=O)N=C3S2)cc1 (centres undefined)	-2	-3	0	3	6	8	-4.2	0
Cc1nnc(NC(=O)c2ccccc2Br)s1	-2	-5	-2	-8	-9	-14	-2.9	1
CCOC(=O)c1cnc2c(-c3ccc(F)cc3)cnn2c1C(F)(F)F	nt	3	nt	-5	4	4	-1.4	-1
COc1ccc(OCC(=O)Nc2nnc(-c3ccco3)s2)cc1	7	2	14	4	-3	16	0.4	0
CC(=O)Nc1ccc(S(=O)(=O)NCCCCNS(=O)(=O)c2ccc(NC(C)=O)cc2)cc1	-7	-2	-4	-3	-6	-3	-0.5	0
Cc1ccc(Nc2nc(Nc3ccc(C)cc3)nc(SC3=NCCS3)n2)cc1	-2	5	10	33	10	19	4.8	7
CSc1ncccc1C(=O)OCC(=O)c1ccccc1	-5	-11	1	-1	2	18	-1.3	0
COc1ncnc2c1NC1=C(S2)C(=NCCC(=O)O)CC(C)(C)C1	5	6	-2	-1	-2	6	3.6	1
CCNc1c(NC(=O)COc2ccc(Cl)cc2)c(=O)oc2ccccc12	-4	-7	-2	0	-6	3	0.5	0
O=C(Nc1ccccn1)C1(c2cccs2)CCOCC1	1	-4	-4	-5	3	10	-0.1	2
COc1cc(C(=O)CSc2nnc(-c3ccc(O)cc3)n2CC2CCCO2)ccc1NC(C)=O (centres undefined)	0	-1	4	2	0	3	-0.6	nt
COc1ccc(CCNS(=O)(=O)CCNC(=O)c2ccc3c(c2)OCO3)cc1	-8	0	-5	-7	0	4	-0.1	2
CCNC(=O)NC(=O)C(C)Sc1nc2ccccc2c(=O)n1-c1cccnc1 (centres undefined)	-7	-5	-3	0	-6	6	-0.4	-1
COC(=O)c1[nH]c2cc(OC)ccc2c1NC(=O)CN1CCN(c2cccc(C)c2)C(C)C1 (centres undefined)	1	-6	5	73*	7	10	2.4	-3
CCCCC1=CC2=CC(=O)C(C)(OC(=O)CC)C(=O)C2=CN1CC(C)C (centres undefined)	15	-6	1	-10	-1	-11	0.7	-3
CCOc1ccccc1OCC(=O)Nc1c(C)n(C)n(-c2ccccc2)c1=O	-2	2	-1	-2	6	-3	-0.3	-1

Five compounds from above, arranged by formula weight, lowest first:
SMILES	A3G deaminase	Gli-Sufu antag	A3A deaminase	EBI2 block	CXCR6 block	CCR6 antag	MPTP block	NR3A LBD binder
O=C(Nc1ccccn1)C1(c2cccs2)CCOCC1	1	-4	-4	-5	3	10	-0.1	2
Cc1nc2ccccc2c(=O)n1NC(=O)c1cccc(Cl)c1	-9	31	0	0	0	5	0.1	0
CCCCC1=CC2=CC(=O)C(C)(OC(=O)CC)C(=O)C2=CN1CC(C)C (centres undefined)	15	-6	1	-10	-1	-11	0.7	-3
COc1ccc(CCNS(=O)(=O)CCNC(=O)c2ccc3c(c2)OCO3)cc1	-8	0	-5	-7	0	4	-0.1	2
Cc1ccc(C2CC(c3cccs3)=NN2C(=O)CSC2=NN3CCCC(=O)N=C3S2)cc1 (centres undefined)	-2	-3	0	3	6	8	-4.2	0

(next part)
SMILES	A3G deaminase	Gli-Sufu antag	A3A deaminase	EBI2 block	CXCR6 block	CCR6 antag	MPTP block	NR3A LBD binder
Cc1cc(C)cc(OCC(=O)N/N=C/c2ccccn2)c1	-3	-1	1	-3	-1	7	0.1	0
CCN(CC)c1ccc(/C=N/NC(=O)c2ccc(Br)o2)cc1	-7	-92	0	29	-9	0	0.4	-21
O=C1CC(N2CCN(c3cccc(C(F)(F)F)c3)CC2)C(=O)N1c1ccccc1 (centres undefined)	-10	12	-2	-30	-4	-8	0.4	-1
CN1CCN(C(=O)c2ccc(Cl)c(S(=O)(=O)N3CCCCCC3)c2)CC1	-10	-4	-5	2	3	16	-1.0	-1
CCc1c(C)nc2ncnn2c1Nc1ccc(C#N)c(Cl)c1	-7	8	-1	-3	-9	-3	-1.0	0
Cc1ccc(S(=O)(=O)Nc2ccc(NC(=O)CN3CCCCC3)cc2)cc1	-3	16	-4	-2	-44	-29	-0.3	0
COC(=O)CSc1nnc(C)n1-c1cccc(OC)c1	-2	3	0	-4	0	8	-3.2	0
Cc1ccc(C)c(N2CCN(S(=O)(=O)c3ccc4c(c3)C(C)(C)C(=O)N4C)CC2)c1	-1	5	-1	12	-1	19	4.1	-1
O=C(CCN1C(=O)/C(=C/c2ccccc2)SC1=S)N[C@@H](CO)Cc1ccccc1	0	-2	-2	18	2	12	-0.8	-2
Cc1ccc(CNC(=O)CSCc2ccc(F)cc2)cc1	-2	1	-1	8	-7	2	-0.6	-2
O=C1CNC(=O)/C1=C\N1CCCCC1	-7	2	-4	-4	4	-2	-0.4	1
CC1N(C(=O)N(C)C)CCN1S(=O)(=O)c1ccccc1 (centres undefined)	-12	8	-1	-16	1	3	-0.8	0
CC(=N)c1c(O)c2ccccc2oc1=O	4	-7	5	8	3	-6	1.1	2
Cc1ccc(S(=O)(=O)N(CC(=O)O)c2ccc(Cl)c(C(F)(F)F)c2)cc1	-6	-5	-1	-3	0	4	0.0	0
CC(C)CNS(=O)(=O)c1ccc(S(=O)(=O)NC2CCOC(C)(C)C2)cc1 (centres undefined)	1	2	4	-9	-5	10	-1.7	2
COc1cc(NC(=O)C[n+]2ccc(C(=O)c3ccccc3)cc2)cc(OC)c1	-4	-2	-2	-15	-12	-10	0.4	0
c1ccc(Nc2cccc(Nc3ccccc3)n2)cc1	0	-51	0	13	-1	7	1.9	-3
CN(C)C=Nc1ccc2nc3c(cc2c1)[nH]c1ccccc13	-3	-36	6	-4	-18	-23	1.1	9
